From PubChem
Lipid storage S3 = qHTS Assay for Lipid Storage Modulators in Drosophila S3 Cells | Drosophila S3 cells, BODIPY lipid droplet fluorescence, 18-24 h; cells fed with added oleic acid | lipid storage change, negative = inhibition, % at the top dose, mostly 46.1 µM; hits show Potency in µM | actives 0.64% (n = 320,000); active = well fitted inhibition curve with a large enough effect in the signal ratio, with a control signal flat, not every such curve was filed as active; inconclusive = small, poorly fitted or top-dose-only effect, or effect the other way, or a change in a side signal; the % refers to the signal ratio
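Drosophila S3 cells got compounds at several concentrations plus oleic acid (400 uM solution). Laser-scanning cytometry with 488 nm excitation read lipid droplets at 500-530 nm and cells at 575-640 nm. Percent activity was relative to 20 uM Triacsin C.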
Lipid storage S3 cell count max = recorded beside Lipid storage S3, whose call it bears; cell number change, %; measured here: cell count max response;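 cells counted by Cell Tracker Red CMTPX staining in the red channel; peak over a dose series mostly up to 46.1 µM; percent activity relative to internal control wells on each plate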
Starred values were filed as active, the others as inactive; i = inactive; u = inconclusive; x = not tested or not shown; [ ] = another dose, or the depositor's remark. % is set by controls: 0 for no effect and ±100 for the full control effect; potency is the fitted concentration of half-maximal effect. Not all compounds are listed (hit frequency here may not be typical).

SMILES | Lipid storage S3 | Lipid storage S3 cell count max
O=C(Nc1ccnn1C1CCN(C(=O)Cc2ccccc2F)CC1)C1CC1 | 0% | -4
COCc1cc(C)nc2sc(C(=O)NC3CCCCC3)c(N)c12 | u | x
CCCCC1CCC(/C(N)=N/O)CC1 (stereo unspecified) | u | x
CC(C)(C)C1CCc2c(sc3ncn(N)c(=N)c23)C1 (stereo unspecified) | 7% | 10
CCN1CCN(C(=S)Nc2cc(S(=O)(=O)N(CC)CC)ccc2C)CC1 | u | x
c1ccc(-c2nc(CSc3nnc(-c4cccs4)o3)cs2)cc1 | i | -9
CC(C)CC(NC(N)=O)C(=O)Nc1ccc2c(c1)OCO2 (stereo unspecified) | u | x
O=C(NCc1ccc(OC(F)(F)F)cc1)C1CC(c2ccccc2C(F)(F)F)=NO1 (stereo unspecified) | 0% | -12
C#CCOCCOCCOCCNc1nc(N2CCN(C(=O)CCCCCCCCCCNC(=O)[C@H](CCCN=C(N)N)n3cc(C[C@@H](C)CC)nn3)CC2)nc(N2CCN(C(=O)CCCCCCCCCCNC(=O)[C@@H]([C@H](C)CC)n3cc(CCCCCN)nn3)CC2)n1 | u | x
Cc1ccccc1S(=O)(=O)c1c(C)cc(C)n(CC(C)C)c1=O | -14% | -16
O=C(c1ccc(Br)o1)N1CCN(c2ccccn2)CC1 | u | x
CC(C)C1C2=C(CC(C)(C)CC2=O)ON1c1ccccc1 (stereo unspecified) | i | x

Exported with two lines to a compound: part of the list above
Every second line gives: Lipid storage S3	Lipid storage S3 cell count max
O=C(Nc1ccnn1C1CCN(C(=O)Cc2ccccc2F)CC1)C1CC1
→ 0%	-4
CCN1CCN(C(=S)Nc2cc(S(=O)(=O)N(CC)CC)ccc2C)CC1
→ u	x
C#CCOCCOCCOCCNc1nc(N2CCN(C(=O)CCCCCCCCCCNC(=O)[C@H](CCCN=C(N)N)n3cc(C[C@@H](C)CC)nn3)CC2)nc(N2CCN(C(=O)CCCCCCCCCCNC(=O)[C@@H]([C@H](C)CC)n3cc(CCCCCN)nn3)CC2)n1
→ u	x
O=C(c1ccc(Br)o1)N1CCN(c2ccccn2)CC1
→ u	x

More records follow:
SMILES | Lipid storage S3 | Lipid storage S3 cell count max
Cn1c(=O)c2c(nc(N3CCCC3)n2CC(O)CO)n(C)c1=O (stereo unspecified) | u | x
N#CC(C#N)=Cc1cnc(N2CCN(c3ccccc3)CC2)s1 | -1% | 8
Cc1cc(/C=C2\C(=N)N3C(SCc4ccccc4)=NSC3=NC2=O)c(C)n1Cc1ccccc1 | u | x
CCc1cc(=O)[nH]c(-n2[nH]c(-c3ccccc3)cc2=O)n1 | 1% | 9
N#CCCn1c(SCC(=O)c2c[nH]c3ccccc23)nc2ccccc21 | u | x
O=C(CCCCCN1C(=O)CCC1=O)NCc1ccccc1 | i | x
CC(C)CN1C(=O)C(=O)N(CC(=O)NC(C)CCc2ccccc2)C1=O (stereo unspecified) | u | x
O=C(C[n+]1cc2ccccc2c2ccccc21)c1ccccc1 | u | x
O=C(CCS(=O)(=O)c1ccc2c(c1)NC(=O)CS2)NCCc1ccccc1 | 12% | 22
C/C(=N/N1CCN(Cc2cccc3ccccc23)CC1)c1cccnc1 | u | x
O=C(NCCn1cccn1)C1CCC(=O)N(CCc2ccccc2)C1 (stereo unspecified) | u | x
Cc1cccc(NC(=S)N2CCC(NC(=O)C3CCCCC3)CC2)c1 | u | x

Compound profiles (already shown). Order of screens: Lipid storage S3	Lipid storage S3 cell count max
O=C(NCCn1cccn1)C1CCC(=O)N(CCc2ccccc2)C1 (stereo unspecified) is entered as u	x
CCc1cc(=O)[nH]c(-n2[nH]c(-c3ccccc3)cc2=O)n1 is entered as 1%	9

Next part:
SMILES | Lipid storage S3 | Lipid storage S3 cell count max
CCCOc1ccc(CNC(=O)Cn2c(=O)oc3ccccc32)cc1 | u | x
Cc1onc(-c2ccccc2Cl)c1C(=O)NCCCc1ccccc1 | i | -24
C/C(=N\Nc1ncc(Cl)cc1Cl)c1cccs1 | u | x
O=C(N/N=C/C(Cl)=C/c1ccc([N+](=O)[O-])cc1)C(=O)Nc1cccc(C(=O)O)c1 | u | x
COc1ccc(C2=NOC(C(=O)NCc3cccnc3)C2)cc1 (stereo unspecified) | u | x
COC(=O)c1c(NC(=O)c2ccc(OC(C)C)cc2)sc2c1CC(C)(C)NC2(C)C | 1% | 2
O=C(NNC(=O)c1ccc(Br)s1)c1cccc(Cl)c1 | u | x
CC(C)C1CC(C(F)(F)F)n2nc(C(=O)O)cc2N1 (stereo unspecified) | 0% | 12
CC1CCN(C(=O)CCNC(=O)c2ccccc2Cl)CC1 | -3% | 4
COc1ccccc1NC(=O)C1=C(C)NC(=O)NC1c1cccc(OC)c1OC (stereo unspecified) | u | x
CCCn1c(N)c(C(=O)CSc2nnc3n2CCCCC3)c(=O)n(C)c1=O | u | x
O=C(CCNC(=O)C1CCN(S(=O)(=O)c2ccccc2)CC1)NCc1ccc(Cl)cc1 | u | x
O=C(c1nc2ncccn2n1)N1CCN(c2ccc(F)cc2)CC1 | i | -12
N#C/C(=C\c1sc(N2CCOCC2)nc1-c1ccccc1)C(=O)Nc1cccc2ccccc12 | u | x
CCc1ccc(NC(=O)c2ccccc2Br)cc1 | u | x
CCOC(=O)c1c(-c2ccc(C)o2)csc1NC(=S)NC(=O)c1ccc(F)cc1 | u | x
Oc1ccccc1CN1CCN(C(c2ccccc2)c2ccccc2)CC1 | u | x
Cc1ccccc1-c1nnc(-c2ccc(Br)cc2)o1 | u | x
Cc1cc(Cl)ccc1C(=O)C1CCCN(C(=O)CCN2CCCO2)C1 (stereo unspecified) | -6% | -14
CCn1nc(C)c(/C=N/NC(=O)Cc2ccc(Cl)cc2)c1C | u | x
CC(Sc1nc2cc([N+](=O)[O-])ccc2n1-c1cccc(C(F)(F)F)c1)C(=O)NC(N)=O (stereo unspecified) | u | x
CCOc1cccc(C(=O)Nc2ccc3c(c2)OCCO3)c1 | -18% | -23
COC(=O)C1=C(O)CSC1=Nc1ccc(C)cc1 | u | x
CCN(CC)S(=O)(=O)c1ccc(NC2c3ccccc3C(=O)N2CCN2CCOCC2)cc1 (stereo unspecified) | i | x
CC(CCc1ccc(O)cc1)NCc1ccc(Cl)cc1Cl (stereo unspecified) | u | x
CCOC(=O)C1=C(COC(=O)COc2ccc(C(=O)CC)cc2)NC(=O)NC1C (stereo unspecified) | 12% | -24
Cn1c(CC(=O)Nc2ccccc2F)nnc1SCC(=O)Nc1nncs1 | u | x
CCOc1ccc(-n2ccnc2SCC(=O)Nc2nnc(C)s2)cc1 | 15% | -13
CCCCc1nnc(NC(=O)c2ccc(OCc3c(C)noc3C)cc2)s1 | i | -25
C=C1c2cc(C)c(C)cc2NC(=O)N1c1ccccc1 | 3% | 5
COCCN(C(=O)CNC(=O)c1ccco1)C(C(=O)NC1CCCC1)c1ccccc1 (stereo unspecified) | u | x
C/C(=C\c1cc2ccccc2o1)C1Nc2cccc3cccc(c23)N1 | 19% | 8
Cc1cc(S(=O)(=O)N2CCCC2)ccc1OCC(=O)N1CCC(C(N)=O)CC1 | u | x
Cn1c(=O)n(CCCO)c(=O)c2c1nc1n2CCCN1Cc1ccccc1 | i | -8
O=C(Cn1nc(-c2ccccc2)ccc1=O)NCc1ccc2c(c1)OCO2 | u | x
CC(/C=N/NC(=O)c1cccs1)=C\c1ccccc1 | -3% | x
CCCn1c(=O)c(C(=O)NCc2ccc3c(c2)OCO3)c(O)c2ccccc21 | -14% | 22
CC(C)Oc1ccc(/C=N/NC(=O)C2CCCN2S(=O)(=O)c2ccc(Cl)cc2)cc1 (stereo unspecified) | u | x
Nn1c(Cc2cccc3ccccc23)nnc1SCCOc1ccc(F)cc1 | u | x
Cc1nnc(SCC(=O)NC(=O)NCCC(C)C)s1 | u | x
COc1ccc(S(=O)(=O)N(C)CC(=O)Nc2ccc3c(c2)OCO3)cc1 | i | -1
COc1ccccc1C(=O)NCCC(=O)NCC1COc2ccccc2O1 (stereo unspecified) | 21µM* | -12*
CCOc1ccccc1CNC(=O)c1nn(CC)cc1[N+](=O)[O-] | u | x
Cc1ccc(N(CC(=O)N2CCc3ccccc3C2)S(C)(=O)=O)cc1 | -3% | -14
COc1cc(N)c(Cl)cc1C(=O)OCC(=O)N1CCCCCC1 | u | x
CC(=O)NCCNC(=O)C1CCCCN1S(=O)(=O)c1ccccc1 (stereo unspecified) | u | x
Cc1nc2ccc(Cl)cc2c(-c2ccccc2)c1CC(=O)O | 20% | 0
O=C(Oc1ccc(N2C(=O)C3C4CCC(C4)C3C2=O)cc1)c1ccco1 (stereo unspecified) | u | x
CNC(=O)C1Cc2ccccc2CN1S(=O)(=O)c1ccc(OC)c(OC)c1 (stereo unspecified) | -59% | -5
CCOC(=O)N1CCN(S(=O)(=O)c2cn(C)c(=O)n(C)c2=O)CC1 | i[0.369 µM] | -11
O=C(COC(=O)CCN=C1NS(=O)(=O)c2ccccc21)NC1CCCCCCC1 | u | x
CC(=O)N1c2ccc(S(=O)(=O)N3CCC(C(=O)NC4CCC(C)CC4)CC3)cc2CC1C (stereo unspecified) | u | x
Cc1ccc(CN(C(=O)CNC(=O)c2cccs2)C(C(=O)NCC2CCCO2)c2ccccc2)cc1 (stereo unspecified) | i | x
Cc1ccc(C(=O)c2cncc(Br)c2)cc1 | u | x
COC(=O)CSC(C)C(=O)Nc1nnc(C(C)C)s1 (stereo unspecified) | -1% | 12
Cc1cc(C)c(S(=O)(=O)N2CCN(C(=O)c3cc4ccccc4oc3=O)CC2)c(C)c1 | 24% | 9
CCOC(=O)c1c(C)[nH]c(C(=O)COc2ccc3c(c2)OCO3)c1C | u | x
CC(C)C(NC=C1C(=O)OC(C)(C)OC1=O)C(=O)O (stereo unspecified) | u | x
Cc1ccc(CNc2ccc(N3CCOCC3)cc2)s1 | u | x
CC(C)[C@H](NC(=O)c1ccco1)C(=O)OCC(=O)Nc1ccccc1OC(F)F | u | x
(further entries)
SMILES | Lipid storage S3 | Lipid storage S3 cell count max
CNc1nc(C)cc(C)c1S(=O)(=O)c1ccc(Cl)cc1 | -7% | -15
COc1cc(CNc2cccc(F)c2)cc(Br)c1O | 11% | -4
COc1ccc(OC)c(CC(NC(C)=O)C(=O)NC2CCN(C(=O)c3cccc(C)c3)CC2)c1 (stereo unspecified) | u | x
COc1ccc(CN(Cc2nc3ccccc3c(=O)[nH]2)C(=O)NC2CCCCC2)cc1 | u | x
O=C(COc1ccc(Cl)cc1Br)N1CCN(S(=O)(=O)c2ccccc2)CC1 | i | -26
COc1ccc(CCN(C)C(=O)CSc2nnc(C3CC3)n2N)cc1OC | u | x
Cc1c(C#N)c(N=CN(C)C)c(C(=O)c2ccc(Br)cc2)n1-c1ccc(Cl)cc1 | u | x
O=C(CCCc1ccccc1)Nc1ccccc1[N+](=O)[O-] | u | x
COc1cc2c(cc1OC)CN(C(=O)CCc1c[nH]c3ccccc13)[C@H](C(=O)O)C2 | 0% | 9
CS(=O)(=O)N(Cc1ccccc1)c1ccccc1C(=O)N1CCN(c2ccccc2)CC1 | u | x
CN(CC(=O)NCc1ccccc1)CC(=O)Nc1ccc(Cl)c(C(F)(F)F)c1 | u | x
COc1ccc(OC)c(NC(=O)c2cccc(NC(=O)c3ccccc3C(=O)O)c2)c1 | 19% | 5

Ordered by value in Lipid storage S3 (lowest first): 4 from the list above
SMILES | Lipid storage S3 | Lipid storage S3 cell count max
CNc1nc(C)cc(C)c1S(=O)(=O)c1ccc(Cl)cc1 | -7% | -15
COc1cc2c(cc1OC)CN(C(=O)CCc1c[nH]c3ccccc13)[C@H](C(=O)O)C2 | 0% | 9
COc1cc(CNc2cccc(F)c2)cc(Br)c1O | 11% | -4
COc1ccc(OC)c(NC(=O)c2cccc(NC(=O)c3ccccc3C(=O)O)c2)c1 | 19% | 5

(more compounds)
SMILES | Lipid storage S3 | Lipid storage S3 cell count max
Cc1ccsc1/C=N/n1c(-c2ccccc2)n[nH]c1=S | u | x
CCc1ccc2nc(N(CCN(C)C)C(=O)/C=C/c3cccs3)sc2c1 | u | x
CCCCn1c(-c2ccc(F)c(F)c2)nc2cc3[nH]c(=O)c(C(C)C)nc3cc21 | u | x
COc1ccc(Nc2cc(NCCCO)c([N+](=O)[O-])c3nonc23)cc1 | u | x
Cc1noc(C)c1COC(=O)[C@@H](NC(=O)c1ccccc1)C(C)C | u | x
Cc1cc(C(=O)NC2CC(C)(C)Cc3c2cnn3-c2cccc(F)c2)nn1C (stereo unspecified) | u | x
O=C(CNC(=O)c1ccco1)OCC(=O)c1ccccc1 | u | x
O=C(CCn1ccnc1)Nc1nc2ccccc2[nH]1 | u | x
COc1cccc(-n2ccn(CC(=O)NCCc3ccccc3)c(=O)c2=O)c1 | -17% | -9
COc1ccc(NC(=O)CSc2nc3ccccc3c(=O)n2Cc2cccs2)c(OC)c1 | 8% | 0

Quoted at random: 6 records from the list.
SMILES | Lipid storage S3 | Lipid storage S3 cell count max
Cc1noc(C)c1COC(=O)[C@@H](NC(=O)c1ccccc1)C(C)C | u | x
CCCCn1c(-c2ccc(F)c(F)c2)nc2cc3[nH]c(=O)c(C(C)C)nc3cc21 | u | x
Cc1ccsc1/C=N/n1c(-c2ccccc2)n[nH]c1=S | u | x
O=C(CNC(=O)c1ccco1)OCC(=O)c1ccccc1 | u | x
COc1ccc(NC(=O)CSc2nc3ccccc3c(=O)n2Cc2cccs2)c(OC)c1 | 8% | 0
COc1cccc(-n2ccn(CC(=O)NCCc3ccccc3)c(=O)c2=O)c1 | -17% | -9
